Rac1 wt modul = human Rac1 wildtype GTP binding, inhibitors and activators; P63000; GST-Rac1 beads, fluorescent GTP binding, flow cytometry; actives lie on both sides; 0 = cold GTP competed, 100 = untreated; GTP binding activity (% of control), % at 10 µM; 190,000 tested, 0.27% active; AID 757;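 active = GTP binding activity at least 20 points away from the 100% control level, either lower or higher; inconclusive = compound flagged as likely green fluorescent, judged across all proteins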
Pf gametocyte = inhibitors of late stage P. falciparum gametocyte viability; AID 743093; 150,000 tested, 0.065% active; inhibition, % at 10.9 µM; P. falciparum stage V gametocytes, ATP luminescence, 24 h;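 active = inhibition above the mean plus 3 SD of compounds within the control limits, set per campaign, cut at about 38% in these data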;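 also: 0% = DMSO wells and 100% = medium only without gametocytes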
Mcl1 Bid PPI = Mcl-1/Bid interaction inhibition; Q07820; inhibition, % at 21.7 µM; 220,000 tested, 0.97% active; TR-FRET Mcl-1/Bid-Dy647 peptide binding, 1536-well;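 active = compounds that cut the binding signal by more than half at the single screening dose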;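 also: His-tagged Mcl-1 with europium anti-His antibody binding Bid BH3 peptide; 0% = Mcl-1 plus peptide wells and 100% = peptide-only wells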
Cdc42 wt GTP = human Cdc42 wildtype GTP binding change, either direction | P60953 | GST-Cdc42 beads, Bodipy-GTP binding, flow cytometry; actives lie on both sides | percent activity (GTP binding), % at 10 µM | 190,000 tested, 0.2% active | AID 761;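 active = percent activity GTP binding at least 20 points away from the 100% baseline, either down as inhibitor or up as activator; inconclusive = compound flagged as likely green fluorescent from well-wide comparison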;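 also: median bead fluorescence of bound Bodipy-FL-GTP at 100 nM; 0% = excess unlabeled GTP control and 100% = no compound control; below 100% means less GTP binding so inhibitor and above means activator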
Target sequence (P60953 whole entry, looked up): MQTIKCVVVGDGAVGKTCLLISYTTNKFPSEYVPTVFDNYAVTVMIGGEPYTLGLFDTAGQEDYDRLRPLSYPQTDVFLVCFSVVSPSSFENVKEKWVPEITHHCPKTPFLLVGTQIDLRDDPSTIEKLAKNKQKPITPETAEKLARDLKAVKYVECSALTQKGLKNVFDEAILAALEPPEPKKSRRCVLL
Rac1 act GTP bind = human Rac1 activated mutant GTP binding change; 190,000 tested, 0.11% active; P63000; GST-Rac1 activated beads, fluorescent GTP binding, flow cytometry; actives lie on both sides; 100% means binding = to untreated wells; percent activity (GTP binding), % at 10 µM;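 active = GTP binding at least 20 percentage points away from the 100% baseline, in either direction, so actives lie on both sides; inconclusive = Compound likely fluorescent itself, or too few beads counted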
Bim-Mcl-1 = human Bim-Mcl-1 interaction inhibition. Bead-based flow cytometry, Bim peptide-Mcl-1 binding. inhibition, % at 10 µM. 190,000 tested, 0.1% active. Q07820; in the data active = inhibition above about 40%;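 also: 0% = no compound tracer wells and 100% = peptide blocker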
Rab7 wt GTP bind = dog Rab7 wildtype GTP binding, inhibitors and activators; GST-Rab7 beads, fluorescent GTP binding, flow cytometry; actives lie on both sides; untreated = 100%, excess cold GTP = 0%; GTP binding activity (percent of control), % at 10 µM; 190,000 tested, 0.055% active; AID 758;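 active = fluorescent GTP binding to Rab7 beads changed by at least 20 points from the 100% baseline, either direction, mostly lower; inconclusive = compound itself probably fluorescent, or too few beads counted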;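 also: median green fluorescence of bound Bodipy-FL-GTP per Rab7 bead population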
RGS8-Gao = human RGS8-Galphao interaction regulation; P09471; multiplexed bead flow cytometry, RGS8-Galphao binding; actives lie on both sides; response (percent of control binding), % at 10 µM; 220,000 tested, 0.34% active; in the data active = response below about 60% or above about 140%; inactive = in between;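 also: Galphao activated as the GDP aluminium fluoride complex binding bead-coupled RGS8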
Target sequence (P09471 whole entry, looked up): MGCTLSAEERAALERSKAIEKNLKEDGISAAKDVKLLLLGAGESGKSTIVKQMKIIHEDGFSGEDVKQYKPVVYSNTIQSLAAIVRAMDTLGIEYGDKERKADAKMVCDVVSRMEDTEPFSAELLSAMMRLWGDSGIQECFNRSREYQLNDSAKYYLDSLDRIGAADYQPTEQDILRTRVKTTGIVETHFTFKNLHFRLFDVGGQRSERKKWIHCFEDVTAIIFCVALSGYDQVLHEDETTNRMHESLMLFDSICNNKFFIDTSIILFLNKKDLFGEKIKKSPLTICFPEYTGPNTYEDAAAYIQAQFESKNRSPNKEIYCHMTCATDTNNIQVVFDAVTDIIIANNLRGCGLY
Mcl1 Noxa PPI = Mcl-1/Noxa interaction inhibition; 220,000 tested, 1.5% active; TR-FRET Mcl-1/Noxa peptide binding, 2 h; inhibition, % at 21.7 µM; Q07820; AID 1022;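 active = compounds that cut the protein-peptide binding signal by more than 50% relative to plate controls in a single-dose test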;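 also: His-tagged Mcl-1 with rhodamine Noxa BH3 peptide and terbium anti-His antibody; 0% = Mcl-1 plus Noxa peptide wells and 100% = peptide-only wells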
HRas wt GTP = modulators of GTP binding to human HRas wildtype; GST-Ras wt beads, Bodipy-FL-GTP binding, flow cytometry; actives lie on both sides; GTP binding activity, % at 10 µM; 190,000 tested, 0.14% active;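 active = GTP binding activity at least 20% away from the 100% baseline, either lowered as inhibitor or raised as activator; inconclusive = flagged as likely green fluorescent, judged across all proteins in the well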;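 also: 0% = unlabeled GTP competition control and 100% = no-compound control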
Target sequence (P01112 whole entry, looked up): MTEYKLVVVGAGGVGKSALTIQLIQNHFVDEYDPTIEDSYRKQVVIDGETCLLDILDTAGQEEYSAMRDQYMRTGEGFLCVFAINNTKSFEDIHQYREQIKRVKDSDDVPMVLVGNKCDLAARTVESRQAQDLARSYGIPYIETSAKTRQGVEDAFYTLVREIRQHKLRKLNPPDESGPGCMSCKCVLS
Rab2 wt GTP = changes GTP binding to wildtype dog Rab2A, up or down | P61105 | GST-Rab2 wt beads, Bodipy-GTP binding, flow cytometry | GTP binding activity, % at 10 µM | 190,000 tested, 0.19% active;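 active = GTP binding activity at least 20 points away from 100%, either lowered or raised; inconclusive = signal likely due to the compound's own green fluorescence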;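 also: 0% = beads with excess unlabeled GTP and 100% = no-compound control corrected for plate trend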
* hit, by the source's call; ? = inconclusive; · = no result given; [ ] = dose if it differs, or a comment.

SMILES	Rac1 wt modul	Pf gametocyte	Mcl1 Bid PPI	Cdc42 wt GTP	Rac1 act GTP bind	Bim-Mcl-1	Rab7 wt GTP bind	RGS8-Gao	Mcl1 Noxa PPI	HRas wt GTP	Rab2 wt GTP
COc1ccc(S(=O)(=O)N2CCC(C(=O)NCC3CCCO3)CC2)cc1 (stereo unspecified)	?	·	-6	?	?	-1	?	101	8	?	?
O=C(CCl)N1c2ccccc2OCC1c1ccccc1 (stereo unspecified)	100	5	-1	98	95	-5	100	99	-17	98	98
COc1ccc(S(=O)(=O)N2CCc3ccccc32)cc1C(=O)OCC(=O)c1c(N)n(C)c(=O)n(C)c1=O	91	6	-4	90	93	-3	91	96	8	92	93
CC(=O)NCCn1c(SCC(=O)NCC2CCCO2)nc2ccccc2c1=O (stereo unspecified)	101	·	10	99	96	-4	97	101	22	94	96
CN(C)CCCNC(=O)c1cc(S(=O)(=O)N2CCOCC2)ccc1F	97	-10	4	98	98	0	100	142*[activator]	-2	97	99
Cc1cccc(OCC(=O)N2CCC(c3ccccc3)C2)c1 (stereo unspecified)	105	·	-10	103	101	0	100	99	10	102	100
COCCNC(=S)NNC(=O)c1ccco1	101	2	-11	100	99	-3	97	103	2	99	99
CC(=O)Nc1ccc2c(c1)OCCOCCOc1cc(NC(C)=O)ccc1OCCOCCOCCO2	99	·	-49	102	98	-2	105	106	-2	105	104
COc1ccc(S(=O)(=O)NNC(=O)c2cc3c4ccccc4n(C)c3s2)cc1	94	25	-19	93	96	-4	94	102	-10	93	93
COc1ccc(NC(=O)C23CC4CC(C2)CC(n2cnc(Br)n2)(C4)C3)c(C)c1	105	16	-31	104	101	1	100	98	3	102	100
Cc1ccc(NS(=O)(=O)c2cc(NC(=O)c3cc4c(s3)CCCC4)ccc2C)c(C)c1	103	12	-6	101	101	0	99	96	-14	103	101
COC(=O)CCCCCC(CCC(=O)OC)NC(C)=O (stereo unspecified)	91	23	1	97	93	-7	95	94	0	98	94
Cc1ccc(C(CC(=O)O)Nc2nc(N3CCOCC3)nc(N3CCOCC3)n2)cc1 (stereo unspecified)	108	-3	43	98	100	0	93	96	24	98	98
CC(=O)Nc1cc(S(=O)(=O)Nc2ccc(C)cc2)c(C)cc1C	96	-4	-2	95	93	1	96	101	29	98	94
COc1ccc(OCC(=O)NNC(=O)c2cccc(O)c2)cc1	101	16	-45	100	99	-2	101	100	13	101	100
Cc1cc(=O)[nH]c(-n2[nH]c3c(c2=O)CCCC3)n1	100	·	-61	101	97	-2	100	100	-23	101	100
Cc1cc(N2CCN(c3ccccc3)CC2)n2cc(-c3ccccc3)nc2n1	99	8	-36	99	97	-3	101	103	0	100	98
COc1cccc(OC)c1NC(=O)CN1CCC(NC(=O)c2cccc(F)c2)CC1	100	-5	1	97	94	0	97	·	18	98	94
Cc1ccc(Cl)cc1NC(=O)N[C@@H](C)C(=O)O	98	·	-21	96	97	0	94	104	8	99	97
O=C1CCc2cc(S(=O)(=O)NC(Cc3ccccc3)C(=O)NCCC3=CCCCC3)ccc2N1 (stereo unspecified)	106	·	-40	100	100	0	100	97	0	100	102
COc1ccc(CNC(=O)COC(=O)c2c(-c3c(F)cccc3Cl)noc2C)cc1OC	108	21	-2	102	99	0	104	100	10	103	102
Cc1ccc([N+](=O)[O-])cc1S(=O)(=O)N1CCN(C)CC1	99	·	-18	96	98	-5	99	103	4	96	97
COc1ccc(Nc2n[nH]c(C)c2[N+](=O)[O-])cc1	99	6	-36	98	96	0	96	100	18	98	100
Cc1ccc(S(=O)(=O)Nc2ccc3c(c2)c2c(n3S(=O)(=O)c3ccc(C)cc3)CCCC2=O)cc1	101	·	10	96	99	-6	97	103	14	96	96
Cc1ccc(NC(=O)C(=O)NCCN2CCN(S(=O)(=O)c3ccccc3)CC2)cc1C	101	·	-15	101	96	0	100	107	25	99	99
Cc1ccc(N(Cc2ccc(C(=O)NN=C3CCN(C)CC3)cc2)S(C)(=O)=O)cc1C	104	·	-23	106	103	0	102	105	5	103	101
CC1CCCC(NC(=O)C2CCCN2S(=O)(=O)c2cccc3nsnc23)C1C (stereo unspecified)	103	·	-5	102	97	-2	102	103	1	102	102
CCCCOc1ccc(C(=O)Nc2ccc(N3CCN(C(=O)C(C)C)CC3)cc2)cc1	91	14	-19	96	92	0	92	101	·	94	91
CS(=O)(=O)N(Cc1ccc(C(=O)NCCSc2ccccn2)cc1)c1ccccc1	104	0	-7	106	102	-1	97	101	-3	102	100
O=C(NCCCn1ccnc1)c1cccc(S(=O)(=O)N2CCCCCC2)c1	100	·	0	101	99	0	97	97	12	100	97
CCOc1ccc2ccccc2c1C(=O)Nc1cc(=O)n(C)c(=O)n1C	107	·	8	105	99	-4	98	99	16	102	101
CC(O)C1C(=O)OC2(C)CC(C)(C)NC(=S)N12 (stereo unspecified)	107	11	-4	100	99	0	98	103	-32	99	98
O=S1(=O)CC/C(=N\Nc2ccccc2)c2ccsc21	99	·	-26	99	96	0	95	97	9	94	98
CC(C)c1ccc(NC(=O)CCNS(=O)(=O)c2cccc3nsnc23)cc1	109	·	-26	107	102	3	105	100	8	105	104
CCc1ccc(N2C(=O)c3cc(N4CCOCC4)c([N+](=O)[O-])cc3C2=O)cc1	103	·	-5	100	98	-5	95	100	9	97	97
CCOc1ccc(N2C(=O)CC(Sc3nc(-c4cccs4)cc(C(F)(F)F)c3C#N)C2=O)cc1 (stereo unspecified)	96	·	-56	98	95	-5	98	98	-4	98	96
O=C(/C=C/c1cccc([N+](=O)[O-])c1)N1CCN(c2ccccc2F)CC1	100	·	2	97	96	-5	102	101	7	98	98
Cc1cc(=O)n2ccccc2c1C#N	104	-6	-4	99	99	-1	99	105	12	99	100
CCN1CCN(c2cc(C)c3cc(NC(=O)c4ccc(OC)c(OC)c4)ccc3n2)CC1	104	·	-21	102	100	0	98	102	13	101	102
CCc1ccc(-c2nn(-c3ccccc3)cc2C2SCC(=O)N2Cc2ccco2)cc1 (stereo unspecified)	111	·	3	104	99	-3	101	100	-2	103	105
O=C(O)Cn1c(C(F)(F)F)nc2ccccc21	101	·	2	97	98	-4	101	91	19	100	101
CN(C)S(=O)(=O)c1cccc(NC(=O)COC(=O)c2cn(-c3ccccc3)nc2-c2ccccc2)c1	104	4	-23	102	100	0	104	90	-8	104	102
C/C(=N/NS(=O)(=O)c1ccc(C)cc1)c1ccc(NC(=O)C(F)(F)F)cc1	104	26	-15	102	99	-4	100	103	1	99	100
CCOc1ccccc1OCCCC(=O)Nc1nc2ccccc2[nH]1	92	-7	-12	92	92	0	101	102	10	93	95
COCCNC(=O)c1ccc(C)cc1C	100	8	-1	95	94	-3	103	98	-3	96	98
Cc1cc(Cl)ccc1OCC(=O)N[C@@H](Cc1ccccc1)c1nc2ccccc2[nH]1	109	·	8	105	98	-4	95	82	24	102	101
CN1CCCN(C(=O)CNC(=O)Cc2ccccc2)CC1	97	·	-8	93	98	1	91	103	-2	97	95
C=CCOC(=O)CSCC(NC(=O)OC(C)(C)C)C(=O)OCC (stereo unspecified)	104	9	-15	103	102	-2	102	93	-9	103	102
O=C(Nc1ccccc1)c1ccccc1O	104	-7	-37	104	100	0	101	100	13	102	101
CCOc1ccc(N2C(=O)c3ccc(C(=O)OCC(=O)N(CC)C4CCS(=O)(=O)C4)cc3C2=O)cc1 (stereo unspecified)	?	4	-2	?	?	1	?	101	-11	?	?
O=c1[nH]c(/C(Cl)=C/c2cccc(F)c2)nc2cc(C(F)(F)F)ccc12	98	5	-5	98	95	-1	94	102	17	94	95
CC(C)(C)C1(C)OC(C(=O)NC2CCCCC2)C(C(=O)NC2CCCCC2)O1 (stereo unspecified)	104	·	-2	100	100	2	99	101	15	100	98
O=C(c1ccco1)N1CCN(c2ncnc3c2nnn3Cc2ccccc2Cl)CC1	103	·	8	98	99	·	97	102	-5	99	100
CC(C)c1ccc(NC(=O)C2CCCN(S(=O)(=O)c3cnc[nH]3)C2)cc1 (stereo unspecified)	98	·	-9	100	97	-1	100	105	20	98	100
